# Assay outcomes (PubChem)
# 14-3-3 Bad inh – inhibitors of 14-3-3 zeta/Bad binding, primary screen, biochemical, TR-FRET, bovine 14-3-3 zeta; 14-3-3 protein zeta/delta (Bos taurus), P63103; TR-FRET 14-3-3zeta/Dy647-pBad peptide displacement, 1 h; inhibition, % at 21.7 µM; 220,000 compounds, 0.71% hits; AID 781, 2007;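 active means inhibition above about 70%, limit read from the data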;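 further: 0% = full 14-3-3 plus peptide FRET controls and 100% = background without 14-3-3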
# Target sequence (P63103 whole entry, looked up): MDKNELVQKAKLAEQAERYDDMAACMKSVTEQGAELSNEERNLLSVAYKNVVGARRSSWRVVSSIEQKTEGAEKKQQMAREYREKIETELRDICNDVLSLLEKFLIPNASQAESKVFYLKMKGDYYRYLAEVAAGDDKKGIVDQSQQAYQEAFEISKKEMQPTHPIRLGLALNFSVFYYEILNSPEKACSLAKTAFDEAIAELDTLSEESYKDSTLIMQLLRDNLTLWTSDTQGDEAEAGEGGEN
# Rad51 HR inh – human RAD51 strand exchange inhibitors, primary screen, biochemical, fluorescence. hRad51 DNA strand exchange, fluorescence dequenching. DNA repair protein RAD51 homolog 1 (Homo sapiens), Q06609. 200,000 compounds, 0.085% hits. inhibition, % at 10 µM;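 active means inhibition above 40% at the single screening dose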;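 further: 0% = DMSO control wells and 100% = blanks with heterologous ssDNA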
# Target sequence (Q06609 whole entry, looked up): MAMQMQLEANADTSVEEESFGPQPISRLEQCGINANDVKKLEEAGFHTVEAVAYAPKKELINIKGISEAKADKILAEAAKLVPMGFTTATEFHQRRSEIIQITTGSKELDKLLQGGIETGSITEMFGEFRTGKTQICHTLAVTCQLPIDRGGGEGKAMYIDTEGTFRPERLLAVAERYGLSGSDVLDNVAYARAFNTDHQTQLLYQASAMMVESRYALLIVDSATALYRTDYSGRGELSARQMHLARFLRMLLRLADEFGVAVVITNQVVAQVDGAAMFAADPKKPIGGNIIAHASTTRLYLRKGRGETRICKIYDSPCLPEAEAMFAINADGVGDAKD
#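 Assay system: Human Rad51 nucleoprotein filaments preassembled on unlabelled ssDNA | Reagent: Donor/quencher-labelled 47-bp dsDNA substrate | Doses: One concentration, 10 µM final | Times: 37 °C 15-min filament assembly, 30-min compound preincubation, 15-min exchange | Technique: Fluorescein emission 520 nm, excitation 485 nm | Benchmarks: Plate control and blank wells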
# Hck-Nef inh – inhibitors of Nef-activated human Hck kinase, primary screen, biochemical, Z-Lyte FRET, 384-well, Hck-YEEI; Tyrosine-protein kinase HCK (Homo sapiens), P08631; Recombinant Hck-YEEI plus Nef, Z-Lyte FRET kinase assay; inhibition, % at 20 µM; 220,000 compounds, 0.68% hits; AID 463187, 2010;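 active means Hck-Nef kinase inhibition above about 50%, limit read from the data; inactive means inhibition below that limit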;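 further: 0% = DMSO with Hck plus Nef and 100% = Hck alone without Nef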
# PGE2 EP2 inh – human EP2 receptor antagonists, primary screen, TR-FRET cAMP, C6 glioma cells; C6 glioma cells expressing human EP2; cells stimulated with saturating PGE2; inhibition, % at 25 µM; 260,000 compounds, 0.52% hits; AID 1422, 2008;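 active means percent inhibition above 40 after rounding to a whole number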;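 further: rat C6 glioma host cells with rolipram phosphodiesterase inhibitor present; the protocol text gives 20 µM as final concentration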
# Target sequence (P43116 whole entry, looked up): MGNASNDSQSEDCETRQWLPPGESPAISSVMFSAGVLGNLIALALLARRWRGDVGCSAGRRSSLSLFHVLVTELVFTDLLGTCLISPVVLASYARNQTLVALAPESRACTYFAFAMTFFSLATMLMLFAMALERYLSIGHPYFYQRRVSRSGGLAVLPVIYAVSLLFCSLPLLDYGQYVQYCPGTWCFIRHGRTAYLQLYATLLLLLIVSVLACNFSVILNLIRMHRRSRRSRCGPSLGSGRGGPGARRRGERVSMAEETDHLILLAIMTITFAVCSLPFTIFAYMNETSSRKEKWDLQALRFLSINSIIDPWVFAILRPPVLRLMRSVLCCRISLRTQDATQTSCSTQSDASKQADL
# Calpain2 inh – inhibitors of pig calpain II, primary screen, biochemical, fluorogenic peptide substrate, 1536-well; inhibition, % at 16 µM; purified calpain II, 30 min; 220,000 compounds, 0.37% hits;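 active means inhibition above about 50%, limit read from the data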
# eIF4E-4G inh – eIF4E–eIF4G protein interaction inhibitors, primary screen, biochemical, uHTS, TR-FRET, eIF4GI fragment | TR-FRET eIF4E-eIF4GI(517-606) binding, 2 h | 220,000 compounds, 0.37% hits | inhibition, % at 21.7 µM | AID 782, 2007;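 active means inhibition above about 30%, limit read from the data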;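 further: 0% = full FRET control wells and 100% = background wells lacking eIF4GI fragment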
# EP2 mod – EP2 receptor modulators, cAMP readout, primary screen, cell-based, HTRF cAMP, PGE2 stimulation; induction, % at 25 µM; 260,000 compounds, 0.83% hits; EP2-expressing cells, cAMP HTRF FRET, PGE2 co-stimulation;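 active means compounds whose cAMP rise, as percent of the full-agonist control response, exceeds 60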;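 further: rat C6 glioma line stably carrying human EP2 under a CMV promoter; the protocol text gives 20 µM as final concentration; 100% = response of wells given 1 µM PGE2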
# Tb hexokinase – Trypanosoma brucei hexokinase 1 inhibitors, primary screen, biochemical, G6PDH-coupled NADH absorbance, MLSCN library; 220,000 compounds, 0.11% hits; recombinant TbHK1, G6PDH-coupled NADH A340; AID 1430, 2008; inhibition, % at 10 µM; hexokinase 1 [Trypanosoma brucei];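 active means inhibition of 50% or more in the single-dose primary screen; inactive means inhibition below 50%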
# L929 necroptosis – inhibitors of zVAD-triggered necroptosis, primary screen, L929 cells; L929 zVAD necroptosis rescue, ATP luminescence, 24 h; with zVAD 60 µM; viability rescue, % at 10 µM; 220,000 compounds, 0.38% hits; AID 1377, 2008;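 active means activation, scaled between plate controls, above about 75%, limit read from the data; inactive means activation under that limit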;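 further: 0% = zVAD with DMSO and 100% = DMSO alone without zVAD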
# An asterisk follows results filed as active; nt = not tested or not shown; & = joins results of further samples; [ ] = another dose, or the depositor's remark. These rows are one share of the data; rates above refer to the full screens.
SMILES,14-3-3 Bad inh,Rad51 HR inh,Hck-Nef inh,PGE2 EP2 inh,Calpain2 inh,eIF4E-4G inh,EP2 mod,Tb hexokinase,L929 necroptosis
Cc1ccc(-c2nc(-c3cccnc3)sc2CC(=O)Nc2ccc(C)c(Cl)c2)cc1,-85[fluorescence artefact?],5,6,11,-46,-21[fluorescence artefact?],11,-10,5.6
Cc1ccc2nc(-c3cccc(Br)c3)cc(C(=O)Nn3cnnc3)c2c1,-4,0,-7,5,-7,-7,1,-5,3.3
Cc1[nH]n(-c2ccccc2)c(=O)c1/C=N/NC(=O)COc1ccccc1[N+](=O)[O-],-11,-1,0,5,-4,1,18,-19,1.9
COc1ccccc1S(=O)(=O)Cc1ccc(C(=O)N2CCCC2)o1,-4,-14,-1,11,-31,4,-1,-2,-0.2
S=C(Nc1cccc(Cl)c1)Nc1cccc2cnccc12,-9,-3,-2,14,15,-5[fluorescence artefact?],-4,-2,-0.3
O=C(NC1CC2CCCC(C1)N2Cc1ccccc1)C1CCCCC1 (stereo not given),-5,10,19,6&3,-25,-2,-86&-25,-8,-0.7
O=C(COc1cccc(Cl)c1)NNC(=S)Nc1ccccc1,-2,0,-1,2,24,0,23,3,-0.7
COc1ccc(/C=C/C(=O)Nc2c(C)nn(C)c2C)cc1COc1ccc(Cl)cc1Br,6,8,1,2,-34,-3,31,-12,0.4
Cc1cccc(/N=C/c2c(C)[nH]n(-c3ccccc3)c2=O)n1,-2,nt,-10,10,-13,-5,-8,-38,0.1
CCOC(=O)c1cnc(SC)nc1Sc1ccccc1,0,1,-1,5,6,2,21,-7,1.3
CCOC(=O)C1(CCC(C)C)CC(CSc2nc3ccccc3[nH]2)OC1=O (stereo not given),57,-3,1,0,-2,-3,0,7,-0.2
O=S(=O)(NCc1cc(-c2ccc(Cl)cc2)no1)c1ccc(Cl)cc1,-8,-1,0,10,-60,4,-11,-2,0.1
COc1ccc(OC)c(NC(=O)c2ccc3c(=O)n(CCc4ccccc4)c(=S)[nH]c3c2)c1,-8,-10,1,9,48,-3,-1,-7,0.4
CC(=O)c1ccc(C(=O)N2CCCC(CCC(=O)N(C)CCc3ccccn3)C2)s1 (stereo not given),-1,-8,19,3,7,2,-9,-7,-0.6
COc1ccccc1CNC(=O)C1CC(c2ccc([N+](=O)[O-])cc2)=NO1 (stereo not given),11,2,1,23,4,5[fluorescence artefact?],20,-8,-0.2
CC12c3ccccc3C(c3ccccc31)C1C(=O)N(Cc3cccnc3)C(=O)C12 (stereo not given),-7,6,0,14,-7,-10,12,3,-0.5
CC(c1nccs1)N(C)C(=O)CCc1nnc(-c2ccc(-c3ccccc3)cc2)o1 (stereo not given),3,nt,7,3,14,1,-23,-4,0.5
S=c1[nH]nc(COc2ccccc2)n1/N=C/c1ccco1,-8,-100,17,1,-8,-3,32,-6,0.3
CCCCC(=O)Nc1ccc(C(=O)NNC(=O)c2ccccc2Br)cc1,55,2,2,12,10,16,-32,4,0.0
Cn1c(=O)c2c(ncn2CC(=O)Nc2nccs2)n(C)c1=O,2,-16,1,9,7,-3,10,2,0.8
NC(=O)CSc1nnc(CNc2cccc(Cl)c2)n1CCc1ccccc1,nt,6,1,12,-31,nt,-15,6,-0.2
CN(CC(=O)O/N=C(\N)c1ccc([N+](=O)[O-])cc1)S(=O)(=O)c1ccc2ccccc2c1,-1,nt,-3,nt,22,-1,-39,-3,0.3
Cc1ccc(S(=O)(=O)N2CCC(C(=O)C3C(=O)CC(C)(C)CC3=O)CC2)cc1,-4,16,15,7,-13,5,31,-6,2.2
CCOCCCNC(=O)C(c1ccc(Cl)cc1)N1CCN(c2ccccc2)CC1 (stereo not given),-4,-3,0,11,3,-1,11,-14,0.3
CCCn1c(SC(C(=O)Nc2cccc(OC)c2)c2ccccc2)nc2ccccc2c1=O (stereo not given),-3,nt,0,3,8,5[fluorescence artefact?],-3,-2,-0.1
# The listing continues.
SMILES,14-3-3 Bad inh,Rad51 HR inh,Hck-Nef inh,PGE2 EP2 inh,Calpain2 inh,eIF4E-4G inh,EP2 mod,Tb hexokinase,L929 necroptosis
O=C(Cn1nc(C(F)F)cc1C(F)F)NNC(=S)Nc1ccc([N+](=O)[O-])cc1,-26,-150,18,5,-32,-5,-1,-11,54
COc1cc(NC(=S)N2CCN(C(=O)C3CCCO3)CC2)c(OC)cc1Cl (stereo not given),-5,9,3,6,19,-2[fluorescence artefact?],2,-6,1.0
COCCCN1C(=O)c2[nH]nc(-c3ccccc3O)c2C1c1ccc(Cl)cc1 (stereo not given),-5,4,3,3,-36,-4,-22,3,1.2
CCOC(=O)c1cnc(SCCc2ccccc2)nc1N,0,-2,-1,9,-7,10,15,-3,0.0
COc1cc(OC)cc(N(C(=O)CNC(=O)c2cccs2)C(C(=O)NCC2CCCO2)c2ccc(OC)c(OC)c2)c1 (stereo not given),-13,2,25,4,-32,-3,-64,3,0.5
CCC(=O)c1ccc(NC(C)=O)cc1O,-4,0,-3,11,1,0,-32,-8,0.5
C#CCSc1nnnn1-c1ccc(OCC)cc1,3,20,10,11,6,2,-29,9,-0.1
CSc1nnc(NC(=O)c2ccc(S(=O)(=O)N(C)C)cc2)s1,4,nt,1,6,-5,0,-3,-14,0.3
O=C(CSc1nc2ccccc2[nH]1)Nc1cccc(S(=O)(=O)N2CCOCC2)c1,2,nt,-18,5,15,-1,-22,0,0.4
Cc1csc(NC(=O)CS(=O)(=O)c2ccccc2)n1,-3,-9,1,10,-38,-2,14,-6,0.3
O=C(CNCc1ccccn1)Nc1cc(S(=O)(=O)N2CCCCC2)ccc1Cl,-15,-2,4,12,-11,-1,-4,2,1.2
O=C(NCc1cccnc1)c1ccccc1CCc1ccccc1,6,-6,-5,14,50*,2,-1,7,0.5
CCOC(=O)c1c(NC(=O)CSc2cn(CC)c3ccccc23)sc2c1CCC2,-64[fluorescence artefact?],6,-3,8,-2,-26[fluorescence artefact?],26,2,9.8
CCC(Oc1ccccc1)C(=O)Nc1ccc(S(=O)(=O)N2CCOCC2)cc1 (stereo not given),-1,7,8,nt,-4,2,2,6,-0.1
CC1CN(C(=O)Nc2ccc3c(c2)OCO3)CC(C)O1 (stereo not given),0,-2,-2,7,-11,5,-2,-8,0.8
Clc1ccc(CSc2nnc(CNc3cccc(Cl)c3)o2)cc1,-5[fluorescence artefact?],nt,9,nt,2,6,-12,17,1.0
COc1nc(/C=C/N(C)C)c([N+](=O)[O-])c(OC)n1,-2,-6,11,13&7,27,-4,-2&7,-55,0.6
Cc1cccc(NC(=O)N2CCN(Cc3ccc(Cl)cc3)CC2)c1,-28,6,9,7,-10,2,-37,-1,2.7
O=C(CSc1ccc(-c2ccccc2)nn1)NCc1ccco1,1,-5,7,12&24,-4,2,3&-27,-4,-0.7
CO/N=C/c1ccc(Oc2ccc([N+](=O)[O-])cc2[N+](=O)[O-])c(OC)c1,1[fluorescence artefact?],nt,-15,8,3,5,-22,2,0.1
COc1cc(C(=O)Nc2cccc(C(C)=O)c2)cc(OC)c1OC,-2,13,17,11,-30,0,-8,-3,55
CC(c1cccnc1)N(C(=O)Nc1ccccc1)C1CCCCC1 (stereo not given),3,13,0,13,-12,-4,8,-4,0.6
COc1cccc(NC(=O)CSc2nnc(Cn3cnc([N+](=O)[O-])n3)n2C)c1,6,9,4,1,2,-2,15,10,0.7
CC(=NCCN1CCNCC1)C1=C(O)CC(C)(C)CC1=O,-4,-2,3,17,-19,5,20,-4,1.1
CCOC(=O)C(C)Sc1nnc2n1C(C)(C)Cc1ccccc1-2 (stereo not given),-13[fluorescence artefact?],-3,2,6,18,-1,16,3,1.4

# Three records picked at random from the list so far:
SMILES,14-3-3 Bad inh,Rad51 HR inh,Hck-Nef inh,PGE2 EP2 inh,Calpain2 inh,eIF4E-4G inh,EP2 mod,Tb hexokinase,L929 necroptosis
CC(c1cccnc1)N(C(=O)Nc1ccccc1)C1CCCCC1 (stereo not given),3,13,0,13,-12,-4,8,-4,0.6
O=C(CNCc1ccccn1)Nc1cc(S(=O)(=O)N2CCCCC2)ccc1Cl,-15,-2,4,12,-11,-1,-4,2,1.2
COc1nc(/C=C/N(C)C)c([N+](=O)[O-])c(OC)n1,-2,-6,11,13&7,27,-4,-2&7,-55,0.6

# Remaining list, next part:
SMILES,14-3-3 Bad inh,Rad51 HR inh,Hck-Nef inh,PGE2 EP2 inh,Calpain2 inh,eIF4E-4G inh,EP2 mod,Tb hexokinase,L929 necroptosis
CCN(CC)c1nc(Nc2ccc(Cl)cc2)nc(OCC#N)n1,-12,2,4,9,4,-15,29,8,43
COc1ccc(OC)c(CC(NC(C)=O)C(=O)NC2CCN(c3cc(C)nc4ncnn34)CC2)c1 (stereo not given),-11,2,15,6,-3,3,14,2,22
N#Cc1ncc(Cl)c2ccccc12,-3,-8,2,5,27,6,-11,-17,-0.1
Cc1ccc(C(=O)O/N=C(\N)c2nonc2N)cc1,2,-5,3,8,14,1,-7,5,0.4
COc1c(Cl)ccc(Cl)c1C(=O)NC(=S)N1CCOCC1,-10,-5,9,4,-19,1,11,0,0.5
O=C(CCSc1ccccn1)Nc1ccc(Br)cc1,-18,9,2,10,-6,1,-50,30,0.1
COc1ccc2[nH]c(=O)c(C(c3nnnn3C3CCCC3)N(C)C3CCCCC3)cc2c1 (stereo not given),-7,-7,6,6,-19,5,48,5,3.2
CCOC(=O)c1ccc(NC(=O)Oc2ccccc2)cc1,-5,-1,1,11,8,-5,3,-2,1.1
Cc1ccccc1-n1c([C@@H]2C[C@H]2c2ccccc2)n[nH]c1=S,-15,14,1,10,-8,-4,-7,-7,0.2
O=C(COC(=O)c1c2c(nc3ccccc13)CCCC2)Nc1ccc2c(c1)OCO2,-7,-2,4,19,-35,-4,46,-2,0.3
Cc1ccc(Nc2nc(NCC3CCCO3)nc(N)c2[N+](=O)[O-])cc1 (stereo not given),-6,-2,3,7,13,3,30,-8,0.1
Cc1cc2oc(C(=O)Nc3c(C)n(C)n(-c4ccccc4)c3=O)c(C)c2cc1Cl,0,16,7,2,3,24,-32,1,-0.1
CC1CCc2sc(C(=O)NN)cc2C1 (stereo not given),-13,-7,24,7,-20,0,4,-2,3.3
CCn1cc(C(=O)O)c(=O)c2cc(F)c(N3CCN(C(=S)NC(=O)c4cccc(C)c4)CC3)cc21,-4,nt,15,4,-99,-4,18,-21,-0.9
COC(=O)c1sc2nc(SCc3cccc(Cl)c3)n(N)c(=O)c2c1C,-1,-37,1,6,-65,1,15,-3,0.1
CN1/C(=C/C(=O)c2cccs2)Sc2ccccc21,-9[fluorescence artefact?],-6,23,4,6,-7,-28,1,0.5
CC(=O)Nc1ccc(N=Nc2ccc(O)cc2)cc1,-7,-7,16,12,18,-4,-38,12,0.5

# 3 entries already listed, sorted by the value under Tb hexokinase, highest first.
Molecule	Tb hexokinase
CCN(CC)c1nc(Nc2ccc(Cl)cc2)nc(OCC#N)n1	8
Cc1ccc(Nc2nc(NCC3CCCO3)nc(N)c2[N+](=O)[O-])cc1 (stereo not given)	-8
CCn1cc(C(=O)O)c(=O)c2cc(F)c(N3CCN(C(=S)NC(=O)c4cccc(C)c4)CC3)cc21	-21
